D3 ag – D3 dopamine receptor (human) agonism | P35462 | D3R DiscoveRx beta-arrestin cells, luminescence, 90 min | max activation, % | actives 0.58% (n = 410,000) | AID 652048; in the data active = max activation above about 30%; also: 0% is about no effect; mostly tested at two doses, the higher about 12 µM
Target sequence (P35462 whole entry, looked up): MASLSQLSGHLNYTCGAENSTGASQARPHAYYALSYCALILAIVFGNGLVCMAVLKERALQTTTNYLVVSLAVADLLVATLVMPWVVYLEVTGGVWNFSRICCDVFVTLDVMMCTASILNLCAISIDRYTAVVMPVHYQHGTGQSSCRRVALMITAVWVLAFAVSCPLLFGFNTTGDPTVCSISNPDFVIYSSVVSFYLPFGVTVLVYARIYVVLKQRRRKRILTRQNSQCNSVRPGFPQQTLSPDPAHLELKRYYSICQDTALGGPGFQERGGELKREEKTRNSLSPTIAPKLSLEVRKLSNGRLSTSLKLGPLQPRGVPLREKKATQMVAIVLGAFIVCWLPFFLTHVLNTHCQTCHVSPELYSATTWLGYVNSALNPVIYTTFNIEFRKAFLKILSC
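Agonist-mode cell screen: cells plated at 1500/well and incubated overnight at 37 °C, then exposed to library compounds for 90 min at 37 °C. Detection reagent was added for 30–60 min at room temperature, and luminescence was read.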
FUS suppressor – FUS proteinopathy suppression in yeast | Potency, µM (doses to about 76.6 µM), for the others: at the top dose growth rescue (activation), actives largely listed as activators | S. cerevisiae FUS-expressing, growth rescue, OD600, 24 h | actives 0.24% (n = 390,000);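 also: potency is read from the fitted curve at half-maximal effect; plate controls were DMSO vehicle for no effect and reference control for full effect; nearly all actives have a fitted effect of over 55% in size; some results filed as inactive show a strong effect at the top dose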
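Toxicity suppression screen in FUS-yeast. Cells induced with 2% galactose, starting OD 0.005, treated 24hr at 30C with compounds at multiple final concentrations; growth by OD600.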
D3 antag – D3 dopamine receptor (human) antagonism | max response, negative = inhibition, % | D3R cells, DiscoveRx beta-arrestin luminescence, antagonist mode; active compounds read low | P35462 | actives 2.5% (n = 360,000); in the data active = max response below about -50%; inconclusive = no clear call, values can overlap the other calls; also: % is scaled to controls: 0 for no effect and ±100 for the full control effect; mostly tested at two doses, the higher about 12 µM
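Cells expressing the human receptor were seeded at 1500 cells/well, incubated overnight at 37 degrees C in 5% CO2, then exposed to library compounds with dopamine controls for 90 minutes at 37 degrees C before luminescent detection.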
EPAC2 ag – agonists of human EPAC2 (RAPGEF4) | EPAC2 activation, biochemical qHTS; response scale: 100% = 6.5 mM cAMP response | actives 0.079% (n = 360,000) | AID 720711 | Potency, µM (highest dose often 154 µM), for inactives: at the top dose activation, usual class: activators; also: potency is read from the fitted curve at half-maximal effect; nearly all actives have a fitted effect of over 50% in size
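qHTS, titration series. 100 nM EPAC2 / 250 nM Rap1B-BODIPY-GDP / 50 uM GDP; RT; ex 480/em 540 nm, 5-min reads to 30 min. Norm. to 6.5 mM cAMP = activation.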
Abeta yeast res – A-beta toxicity reversal in yeast; yeast expressing A-beta42, growth rescue, OD600, 48 h; response scale: 0% DMSO, 100% iron-clioquinol control; Potency, µM (doses to about 46.1 µM), without a hit: at the top dose growth rescue, hits mostly activators; actives 0.063% (n = 410,000); also: potency is read from the fitted curve at half-maximal effect; nearly all actives have a fitted effect of over 55% in size
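Growth rescue measured by 600 nm absorbance after 48 h yeast culture at 30 C with compound. Values normalized between DMSO and an equimolar ferric chloride plus clioquinol control.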
aSyn yeast inh – inhibitors of alpha-synuclein toxicity in yeast | Yeast expressing alpha-synuclein, growth rescue, BacTiter-Glo, 24 h | Potency, µM (series often up to 46.1 µM), for inactives: at the top dose growth rescue (activation), usual class: activators | actives 0.14% (n = 370,000) | AID 652106; also: potency is read from the fitted curve at half-maximal effect; % of control where 0% means no effect; nearly all actives have a fitted effect of over 65% in size
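Galactose-induced alpha-syn yeast (OD600=0.02, raffinose-pregrown) + pinned cpd, 24 hr, 30 deg C; growth by BacTiter-Glo luminescence. Growth restoration scores as activation.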
EPAC2 antag – blocks human EPAC2 exchange factor; EPAC2 GEF exchange of Rap1B-BODIPY-GDP, fluorescence; Potency, µM (highest dose often 114 µM), for the others: top-dose activity, negative = inhibition, usual class: inhibitors; actives 0.18% (n = 360,000); AID 720708; also: potency is read from the fitted curve at half-maximal effect; % is scaled to controls: 0 for no effect and ±100 for the full control effect; nearly all actives have a fitted effect of over 45% in size; many of its hits are not listed in these tables
TDP43 rescue – rescues yeast growth from TDP-43 toxicity | TDP-43 expressing yeast growth rescue, BacTiter-Glo, 24 h | Potency, µM (doses to about 46.1 µM), without a hit: at the top dose growth rescue (activation), usual class: activators | actives 1.8% (n = 410,000) | AID 652104; also: potency is read from the fitted curve at half-maximal effect; % of control where 0% means no effect; nearly all actives have a fitted effect of over 50% in size
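Galactose-induced TDP-43 yeast, OD600=0.02, compound pinned; 24 hr, 30 deg C; BacTiter-Glo luminescence for growth. Inhibitors of TDP-43 toxicity read as activators.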
* hit, by the source's call; ? = inconclusive; . = not tested or not shown; & = joins results of further samples; [ ] = dose if it differs, or a comment. Unless noted, calls follow the shape of the dose curve; as a rule, active = well fitted curve in the direction sought with a large enough effect; inconclusive = small, poorly fitted or top-dose-only effect, or another doubt; inactive = no such curve, though single readings can be large; an effect the other way counts as inactive or inconclusive.

SMILES | D3 ag | FUS suppressor | D3 antag | EPAC2 ag | Abeta yeast res | aSyn yeast inh | EPAC2 antag | TDP43 rescue
CC(=O)N1CCN(S(=O)(=O)c2cccc(C(=O)OCC(=O)N3CC(=O)Nc4ccccc43)c2)CC1 | -5.8 | 16.4% | -1.2 | 5.6% | 3.7% | 0.0% | -0.1% | 13.8%
CCCc1cc(C(=O)Cc2ccc(C(=O)OCC)o2)c(O)cc1O | 0.5 | 37.5% | 6.5 | -0.6% | 26.3% | -0.5% | -8.2% | -6.5%
COc1cccc(CN2CCNC(=O)C2CC(=O)NCCn2cccn2)c1OC (stereo unspecified) | -8.9 | -7.5% | 8.9 | 6.5% | 1.1% | -1.8% | 6.0% | 0.0%
COc1ccc(-c2csc(NC(=O)COC(=O)c3ccco3)n2)cc1 | 2.2 | . | 14.5 | 8.4% | 2.8% | 0.1% | 11.4% | 0.0%
CC(=O)N1CN(C2CCS(=O)(=O)C2)Cc2c1sc1c2CCCC1 (stereo unspecified) | 8.7 | -2.1% | -55.7* | -2.9% | 5.0% | -9.9% | -0.4% | 1.8%
CC(C)c1ccc(NC2CCCN(C(=O)CCN3CCCCC3=O)C2)cc1 (stereo unspecified) | 1.1 | . | -6.5 | 5.3% | -3.4% | 1.8% | 0.8% | 0.0%
O=C(CSc1nnc(COc2ccccc2)o1)NC1CC2CCC1C2 (stereo unspecified) | 0.5 | . | 2.4 | 2.6% | 3.8% | 0.0% | 1.7% | 15.1%
COc1cccc(CNC(=O)N2CCc3c(sc4c3CCCC4)C2c2ccc(F)cc2)c1 (stereo unspecified) | 20.0 | ? | . | . | -12.6% | . | . | 6.5%
ClCc1cc2ccccc2nc1Cl | 5.7 | 11.2% | 7.8 | 10.7% | -17.0% | -15.7% | -4.8% | 16.9%
NC(=O)c1ccc(NC(=O)CCCN2C(=O)NC3(CCCC3)C2=O)cc1 | 0.6 | . | -9.6 | -0.1% | 7.7% | 0.7% | 0.0% | 15.8%
Cc1ccc(C(=O)OCC(=O)N2CCC(Cc3ccccc3)CC2)cc1N | -5.8 | ? | 13.7 | -13.4% | 11.5% | 5.4% | -12.6% | 3.4%
O=C1c2ccccc2C(=O)N1CCC(=O)N1CCCc2ccccc21 | -7.2 | 6.1% | 0.0 | 5.1% | -26.6% | -1.4% | -3.8% | 9.5%
Cc1cc(C)n2c(SCC(=O)N3CCN(S(=O)(=O)c4ccc(Cl)cc4)CC3)nnc2n1 | 0.8 | ? | -8.6 | 7.6% | 11.4% | -2.8% | 7.2% | -11.5%
Cc1ccc(C)c(OCCCC(=O)O)c1 | 0.8 | -1.5% | -18.9 | -6.8% | -76.8%[inhibitor] | 1.0% | 13.9% | ?
COc1ccc(CNc2ncc(-c3ccc(F)cc3)n2C)c2ccccc12 | -10.8 | 9.1% | ? | 10.4% | -8.7% | 8.6% | -0.2% | -16.1%[1.82 µM]
COc1cc2c(cc1OC)C1(Nc3c-2c(C)nn3-c2ccccc2)C(=O)Nc2ccccc21 (stereo unspecified) | 1.1 | ? | -2.5 | -10.1% | 1.2% | 7.6% | -1.0% | 0.0%
O=C(COc1ccccc1)N=C1SC2CS(=O)(=O)CC2N1c1ccc(F)cc1 (stereo unspecified) | -14.2 | ? | 6.6 | -0.5% | -1.2% | -2.2% | 1.4% | -11.7%
Cc1noc(/C=C/c2ccco2)c1S(=O)(=O)N1CCC(C(=O)Nc2ccc(F)c(Cl)c2)CC1 | 2.0 | ? | . | . | -10.0% | . | . | -17.8%
Cn1c(=O)nc2n(Cc3ccccc3)c3ccccc3cc-2c1=O | 6.0 | 12.4% | 13.6 | 5.5% | -7.5% | 5.5% | 1.2% | -27.5%
CC(C)OC(=O)Cn1cnc2ccc(Br)cc2c1=O | 0.1 | 6.6% | 10.8 | 12.3% | 9.4% | -3.1% | 5.4% | 0.0%
CC(C)(C)c1ccc(C(=O)C2CCCN(C(=O)CN3CCCC3=O)C2)cc1 (stereo unspecified) | 0.3 | 0.5% | 11.6 | 16.0% | 12.3% | -0.1% | -3.2% | -1.2%
O=C(NC(Cc1ccc2c(c1)OCO2)C(=O)N1CCCC1C(=O)O)c1ccccc1 (stereo unspecified) | -3.1 | ? | -14.3 | 10.2% | -10.4% | -5.4% | -7.0% | -27.7%
Cc1ccc(/C=C/C(O)=C2/C(=O)N(C)C3(C)CC2c2ccccc2O3)cc1 (stereo unspecified) | 6.2 | 33.0% | -11.4 | -0.2% | 9.3% | -10.4% | -9.6% | 22.6%
COc1cccc(N2CCN(C(=O)CCNS(=O)(=O)c3ccc(F)c(F)c3)CC2)c1 | -0.6 | 24.6% | 1.0 | 6.5% | 15.1% | 0.3% | 3.2% | ?
Cc1[nH][nH]c(=O)c1N=Nc1ccc(Br)c(Cl)c1 | -1.6 | 7.6% | -10.3 | 3.6% | -11.6% | 5.0% | 4.0% | 5.6%
Next part:
SMILES | D3 ag | FUS suppressor | D3 antag | EPAC2 ag | Abeta yeast res | aSyn yeast inh | EPAC2 antag | TDP43 rescue
COc1ccc(C2C(C#N)=C(N)Oc3c2ccc2cccnc32)cc1OC (stereo unspecified) | -11.5 | 23.9% | -2.5 | 3.5% | -1.8% | 1.2% | -18.4% | -7.5%
Cc1ccc(NC(=O)c2ccc(=O)[nH]n2)cc1C | 2.3 | 12.5% | 8.1 | 3.8% | -10.2% | -9.3% | 12.4% | 0.4%
Cc1ccc(C2OCC3(CO2)COC(c2ccc(C)cc2)OC3)cc1 (stereo unspecified) | -5.0 | -10.5% | -2.8 | 9.3% | -5.3% | -7.5% | 3.8% | -10.8%
COc1cccc(N2CCN(C(=O)CCCCCNc3nc(=S)[nH]c4ccccc34)CC2)c1 | 2.7 | 34.4% | 28.0 | 3.8% | -17.1% | -3.8% | -0.1% | -4.1%
Cn1c2ccccc2c2cnn(CC(=O)N3CCN(c4cccc(C(F)(F)F)c4)CC3)c(=O)c21 | -6.9 | -10.9% | . | . | -3.8% | . | . | 27.9%
O=C(O)c1cccc(Oc2ccc([N+](=O)[O-])cc2)c1 | 2.6 | 7.3% | 8.6 | -5.5% | 15.0% | 19.0% | 1.4% | 17.8µM*
CCCCC(CC)C(=O)Nc1cc(C(=O)NCCC)ccc1N1CCC2(CC1)CC(c1ccccc1)=NO2 (stereo unspecified) | 6.8 | 43.3% | 37.8 | -0.6% | 0.2% | -1.2% | 11.5% | 13.9%
COc1ccc(C2=NOC(C(=O)Nc3cc(C)on3)C2)cc1OC (stereo unspecified) | 5.4 | -9.4% | -13.2 | 10.7% | 5.4% | -0.1% | 0.5% | 3.5%
O=C(COC(=O)c1cccc(C(=O)OCC(=O)NC2CC2)n1)NC1CC1 | 2.2 | -0.4% | 1.3 | 1.3% | 3.3% | 0.1% | 6.4% | 21.0%
Cc1ccc(NC2CCCN(C(=O)c3ccccc3N3CCOCC3)C2)cc1C (stereo unspecified) | 1.4 | 20.3% | 2.7 | 1.1% | 5.7% | 9.3% | 5.2% | 9.9%
CC(C)CNC(=O)CCCSc1nc2ccccc2[nH]1 | -1.5 | -4.4% | 2.5 | 1.0% | 2.6% | 2.5% | -2.1% | 2.0%
O=C(c1ccc2c(c1)OCCO2)N(Cc1cccnc1)c1nc2c(F)cccc2s1 | -6.5 | ? | . | . | -14.8% | . | . | ?
CC1C(=O)Nc2ccc(S(=O)(=O)Nc3ccccc3Br)cc2NC1=O (stereo unspecified) | 4.4&7.4 | -22.6%&-2.2% | -1.4 | 0.7% | 1.7%&-2.8% | 2.0% | -4.0% | 13.0%&18.7%
Nc1nc(SCc2nnc(SCC(=O)O)n2-c2ccccc2)nc2sc3c(c12)CCCC3 | -3.3 | 38.0% | 0.0 | 3.0% | 15.7% | 5.2% | -25.2%[57.1 µM] | -3.0%
CCCSc1nnc(C(C)C)n1N | 3.6 | -3.3% | 16.9 | 1.6% | 6.6% | -1.7% | 1.5% | 9.6%
CC(=O)c1cccc(NS(=O)(=O)c2ccc(-c3cnc(C4CC4)o3)cc2)c1 | 0.1 | 32.8% | 15.3 | 5.3% | -12.5% | 2.0% | -7.9% | 15.4%
COc1ccc(-c2nc3c4ccccc4ccn3c2CN2CCCCC2)cc1OC | -11.3 | 0.1% | -3.0 | 16.9% | 7.0% | 0.1% | -3.2% | 1.4%
O=[N+]([O-])c1ccc(/C=[N+](\[O-])CCO)o1 | 1.3 | -34.3% | 3.3 | 5.0% | -8.3% | 22.5% | 4.9% | 11.2µM*
NC(=O)COc1ccc(NC(=O)c2ccccc2-c2ccccc2)cc1 | 2.5 | 7.0% | 0.2 | 7.8% | -6.2% | -2.2% | -6.5% | 11.2%
CCN1C(=O)c2cccc3cccc1c23 | -3.6 | -2.3% | -26.0 | 6.1% | -4.6% | -3.4% | 17.6% | -2.5%
Cc1ccc(NC(=O)COC(=O)Cn2nc(C)c([N+](=O)[O-])c2C)c([N+](=O)[O-])c1 | -1.9 | -35.3% | -0.1 | 1.9% | 0.6% | -0.1% | -10.5% | 7.8%
O=C(Nc1ccc(S(=O)(=O)N2CCOCC2)cc1)c1ccc(Br)o1 | 0.4 | 13.0% | ? | -0.9% | 12.5% | 0.5% | 0.4% | 6.2%
COc1ccc(/C=N/Nc2ncnc3c2[nH]c2ccc(C)cc23)c(OC)c1OC | 11.9 | -10.6% | 11.6 | 7.9% | -22.8% | -0.8% | 2.9% | 0.5%
CC(=O)C1=C(O)C(=O)N(CCCO)C1c1ccccc1 (stereo unspecified) | 0.6 | 6.3% | 8.0 | -4.6% | 7.1% | -12.6% | -1.2% | -0.6%

Profiles as entered above. Values in the order: D3 ag | FUS suppressor | D3 antag | EPAC2 ag | Abeta yeast res | aSyn yeast inh | EPAC2 antag | TDP43 rescue
Results for CC(=O)C1=C(O)C(=O)N(CCCO)C1c1ccccc1 (stereo unspecified) → 0.6 | 6.3% | 8.0 | -4.6% | 7.1% | -12.6% | -1.2% | -0.6%
Results for COc1cccc(N2CCN(C(=O)CCCCCNc3nc(=S)[nH]c4ccccc34)CC2)c1 → 2.7 | 34.4% | 28.0 | 3.8% | -17.1% | -3.8% | -0.1% | -4.1%
Results for CCN1C(=O)c2cccc3cccc1c23 → -3.6 | -2.3% | -26.0 | 6.1% | -4.6% | -3.4% | 17.6% | -2.5%

High-throughput results (PubChem)

Some of the compounds tested; rates above refer to the full screens.
